Xi reactivation – activators of inactive X chromosome reactivation, primary screen, imaging, XiGFP fibroblasts, GFP high-content imaging, set 2; XiGFP mouse fibroblasts, % GFP-positive cells imaging, 3 d; cells co-treated with 5-aza-dC sensitizer; scaled so ellipticine positive control = 100%; activation, % at 7.58 µM; 360,000 compounds, 0.055% hits;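 active means mean normalized replicate activation at least 10% and every replicate at or above 10%; inconclusive means only one of the two criteria met; inactive means mean below 10% and not all replicates reach 10%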;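 further: 0% = median of on-plate neutral control wells and 100% = ellipticine 6 µM median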
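material = 68-5-11 XiGFP fibroblast line | medium = DMEM plus 5-aza-dC sensitizer | schedule = 3 days compound exposure | benchmarks = positive control ellipticine, 6 µM final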
PGC1a acetyl inh – inhibitors of PGC1a acetylation signal, primary screen, cell-based, U2OS, AlphaScreen, inhibitor mode; inhibition, % at 15.6 µM; AlphaScreen anti-acetyl-lysine; with virally co-expressed GCN5 acetyltransferase; 350,000 compounds, 0.17% hits;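 active means every replicate shows inhibition of at least 40%; inconclusive means mean inhibition at least 40% but some replicate below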;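 further: 0% = neutral control wells and 100% = positive control wells; some results beyond the cut were filed as inactive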
LGR2 antag – inhibitors of bursicon-induced LGR2 CRE-luciferase signal, primary screen, cell-based, HEK293, CRE-luciferase reporter, bursicon stimulation. bursicon-stimulated, 4 h. 380,000 compounds, 0.35% hits. inhibition, % at 9.99 µM;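 active means drop in luminescence signal, shown as inhibition above about 50% in the replicate tests, limit read from the data, passing the limit was not always enough; inconclusive means probably only some replicates passing the limit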;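 further: agonist challenge used bursicon conditioned medium at about half maximal strength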
SIRT5 inh – SIRT5 desuccinylase inhibitors, primary screen, biochemical, fluorescence imaging, single point, set 5 | NAD-dependent protein deacylase sirtuin-5, mitochondrial (Homo sapiens), Q9NXA8 | Purified SirT5, succinyl-peptide AMC, trypsin-coupled fluorescence | inhibition, % at 15 µM | 330,000 compounds, 1.1% hits | AID 652115, 2013; in the data active means inhibition above about 15%; inconclusive means no clear call, values can overlap the other calls
Target sequence (Q9NXA8 whole entry, looked up): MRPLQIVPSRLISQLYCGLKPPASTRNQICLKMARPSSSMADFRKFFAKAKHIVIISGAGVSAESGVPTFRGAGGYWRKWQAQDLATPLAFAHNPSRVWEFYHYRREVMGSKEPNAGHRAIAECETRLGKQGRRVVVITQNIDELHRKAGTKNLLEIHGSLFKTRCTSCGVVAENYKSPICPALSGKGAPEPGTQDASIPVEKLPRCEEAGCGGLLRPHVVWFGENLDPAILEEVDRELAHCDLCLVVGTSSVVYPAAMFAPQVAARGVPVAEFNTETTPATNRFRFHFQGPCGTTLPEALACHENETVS
Cneo AK release – Cryptococcus neoformans cell lysis inducers, primary screen, AK release luminescence, single concentration | lysis activity, % at 15 µM | 360,000 compounds, 0.2% hits | AID 651654, 2012 | C. neoformans lysis, adenylate kinase release luminescence, 4 h; normalised: neutral wells 0, clomiphene wells 100;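 active means mean lysis activity across replicates of at least 80%, whatever share of replicates individually reach that level; inactive means mean lysis activity below 80%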
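Test system: log-phase Cryptococcus neoformans yeast cells. Input: 5 × 10^6 yeast cells/mL. Medium: fresh YPD growth medium. Doses: single dose. Incubation: static 4 h at 37 °C with compound, 1 h detection. Measured by: luminescent adenylate kinase detection reagent. Read-out: signal increase indicating cell lysis. Benchmarks: Clomiphene.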
S100A4 MyoIIA – inhibitors of S100A4-myosin IIA peptide binding, primary screen, biochemical, fluorescence polarization, TAMRA-MyoIIA peptide; inhibition, % at 10.7 µM; 360,000 compounds, 0.14% hits;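 active means mean inhibition of at least 70% across replicates, with every replicate also reaching that level; inconclusive means mean inhibition reaches 70% but some replicates fall short; inactive means mean inhibition below 70%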
Target sequence (P26447 whole entry, looked up): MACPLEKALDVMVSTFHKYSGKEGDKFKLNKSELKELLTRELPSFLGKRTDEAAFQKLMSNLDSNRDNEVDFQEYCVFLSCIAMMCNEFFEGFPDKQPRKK
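Test system: S100A4 monomer protein; Medium: HEPES pH 7.2 with CaCl2, KCl, NaCl, DTT, Triton; Probe or stimulus: TAMRA-labelled myosin IIA heavy-chain peptide probe, 5 nM; Doses: one dose per compound; Times: polarization read 5 min after assay mix addition, stable 5–60 min; Benchmarks: neutral control DMSO, positive control TFP.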
ERAP1 HTS inh – human ERAP1 aminopeptidase inhibitors, primary screen, biochemical, single point, plate reader; Endoplasmic reticulum aminopeptidase 1 (Homo sapiens), Q9NZ08; recombinant ERAP1, Leu-AMC fluorescence, 60 min; inhibition, % at 10.7 µM; 340,000 compounds, 0.15% hits;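 active means mean replicate inhibition of at least 30%, or all replicates individually reaching that 30% level; inactive means mean below 30% and not every replicate reaching it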;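 further: 0% = neutral control wells and 100% = L-leucinethiol positive control wells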
C2C12 statin – suppressors of statin myotoxicity in C2C12 myotubes, primary screen, cell-based, single point, plate reader; C2C12 myotubes + simvastatin, ATP luminescence, 48 h; scaled: DMSO 0, geranylgeraniol control 100; rescue of ATP level, % at 7.49 µM; 330,000 compounds, 0.78% hits;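 active means mean ATP rescue above about 67%, or every replicate alone reaching that limit, limit read from the data, passing the limit was not always enough; inconclusive means no clear call, values can overlap the other calls; inactive means mean under the limit and some replicate under it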;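 further: myotubes were challenged with 10 µM simvastatin during compound exposure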
The depositor's hits bear a star; ? = inconclusive; . = no result given; & = joins results of further samples.

SMILES | Xi reactivation | PGC1a acetyl inh | LGR2 antag | SIRT5 inh | Cneo AK release | S100A4 MyoIIA | ERAP1 HTS inh | C2C12 statin
CCOc1ccccc1NC(=O)CN1C(=O)COc2ccc(C)cc21 | 0.0 | -22 | -4 | -5 | -2 | -4 | -4 | 5
CC1CCN(C2CCN(C(=O)c3ccccc3F)CC2)CC1 | 0.0 | -3 | 6 | -2 | . | -4 | 2 | .
COC(=O)CCNc1n[nH]c(=O)[nH]c1=O | 0.0 | . | -23 | -1 | 2 | 0 | -2 | 0
CCCCN(CC)Cc1ccc(CNC(=O)Nc2ccc(OCC)cc2)o1 | . | -15 | -13 | 1 | 0 | -6 | 2 | 35
O=C(O)CCC(=O)Nc1ccc(NC(=O)c2ccc(Cl)cc2Cl)c(Cl)c1 | 0.0 | 3 | -1 | 5 | . | 0 | -1 | 0
CC1CC(=O)Nc2ccccc2N1C(=O)CN1C(=O)C(=O)N(C)C1=O (centres undefined) | 1.7 | -10 | . | . | -2 | -1 | 4 | 21
C[C@@H]1CN([C@H](C)CO)C(=O)CCCn2nncc2CO[C@@H]1CN(C)S(=O)(=O)c1cccc(C#N)c1 | 0.4&0.3 | -2&1 | 32 | 0&-2 | 1&-1 | -1&-7 | 2&-1 | 1&-1
CCn1c(/C=C/c2ccccc2F)nc2ccccc2c1=O | 0.0 | -9 | -6 | 2 | -2 | -2 | 0 | 6
Cc1ccc(C(=O)Nc2ccncc2)cc1[N+](=O)[O-] | 0.0 | . | 2 | -1 | -6 | -2 | -2 | -14
COc1ccc(CCNC(=O)C(=O)NCc2ccc(C)cc2)cc1OC | . | 4 | -8 | -1 | 0 | 3 | 1 | 4
Cc1ccc(NC(=O)[C@@H]2CCC(=O)N2C2OC(=O)c3ccccc32)cc1Cl (some centres undefined) | . | -4 | . | -2 | 1 | 0 | -1 | 1
NC(=O)c1nsc(C(=O)N(Cc2ccco2)C(C(=O)NCc2ccc(F)cc2)c2ccc(O)cc2)c1N (centres undefined) | 0.0 | . | 14 | -3 | 11 | 4 | -4 | -10
COc1ccc(CNc2nc(NCc3ccc(OC)cc3)n(C(=O)c3ccncc3)n2)cc1 | -0.1 | . | 9 | -5 | . | 3 | . | .
C[C@H]1CN([C@@H](C)CO)C(=O)Cc2cc(NC(=O)Nc3cccc4ccccc34)ccc2O[C@H]1CN(C)C(=O)Nc1cccc2ccccc12 | 0.0 | 9 | 5 | 11 | -2 | -8 | 0 | -8
CCC(=O)c1ccc(OCCn2cnc3ccccc32)cc1 | 0.0 | 4 | -12 | -23 | . | -1 | -3 | .
O=C(O)c1cc(S(=O)(=O)Nc2ccccc2C(=O)O)ccc1O | . | -2 | 7 | . | -1 | . | . | 7
CC(C)c1ccccc1NC(=S)NCc1ccccc1F | 0.1 | . | -2 | 1 | . | 2 | 0 | .
Cc1ccc(NC(=O)NC2CC(=O)N(c3ccc4c(c3)OCCO4)C2)cc1C (centres undefined) | 0.0 | 30 | -6 | -1 | 9 | -2 | 1 | 5
CSc1ccccc1C(=O)OCC(=O)Nc1cccnc1Cl | 0.1 | -5 | -29 | 0 | 1 | -1 | -2 | 6
Cc1cc(C)cc(OCC(=O)O/N=C(\N)Cc2ccc([N+](=O)[O-])cc2)c1 | 0.2 | -6 | -7 | -9 | -2 | 0 | 3 | .
C[C@H](CO)N1C[C@H](C)[C@@H](CN(C)C(=O)Nc2cccc3ccccc23)Oc2ccc(NC(=O)C3CCCCC3)cc2C1=O | 0.0 | -1 | -4 | 1 | . | . | . | 16
C[C@H]1CN([C@@H](C)CO)C(=O)c2cc(NS(=O)(=O)c3cccs3)ccc2O[C@@H]1CN(C)C(=O)Nc1ccc(F)cc1 | 0.0 | 1 | 1 | -5 | -2 | -2 | 1 | .
O=C(CC(=O)Nc1cccnc1)Nc1cccnc1 | 0.0 | 4 | 16 | 2 | -1 | 1 | -2 | -5
Cc1ccc(C(=O)O/N=C(\c2ccccc2)c2cccnc2)cc1 | 0.2 | . | -12 | 33* | . | -4 | -3 | .
CC(=O)N1[C@@H]2Cn3c(ccc(-c4ccccc4F)c3=O)[C@H]1[C@@H](C(=O)NC1CCC1)[C@@H]2CO | 0.1 | 4 | 9 | -10 | -3 | 5 | 6 | 26
Cc1ccc(S(=O)(=O)N(C)C[C@@H]2Oc3c(NC(=O)CCCCCC(=O)Nc4ccccc4N)cccc3C(=O)N([C@H](C)CO)C[C@H]2C)cc1 | 0.2 | 3 | -22 | -1 | . | -31 | 0 | .
O=C1CC[C@@H](CN(Cc2ccccn2)Cc2nc(Cc3cccc(C(F)(F)F)c3)no2)N1 | 0.1 | . | 11 | -2 | . | -7 | 5 | .
CN(C)C(CNC(=O)c1cc2ccccc2o1)c1ccco1 (centres undefined) | 0.0 | 5 | 3 | 0 | -1 | 0 | -2 | 1
O=C(O)CCc1c(C(=O)O)[nH]c2ccccc12 | . | 6 | -7 | . | -1 | . | . | 6
Cc1ccc(NC(=O)CC2=NC(=O)C(CC(=O)Nc3ccccc3F)S2)cc1 (centres undefined) | -0.2 | ? | -52 | 2 | 1 | 6 | . | -25
CO[C@H]1CN(C)C(=O)c2cc(NS(C)(=O)=O)ccc2OC[C@@H](C)N(CC2CCOCC2)C[C@H]1C | -0.2 | 7 | 6 | -4 | -7 | 9 | 2 | 8
CCOc1cc(C(=O)Nc2nnc(C)s2)cc(OCC)c1OCC | -0.1 | . | 2 | 0 | 1 | -1 | -3 | -6
CCCN(C)C[C@H]1Oc2cc(C#Cc3ccccc3)ccc2S(=O)(=O)N([C@H](C)CO)C[C@H]1C | -0.9 | -9 | 10 | 15 | 6 | -3 | -3 | 0
CC(C)(C)c1ccc(C#C[C@@H]2C=C[C@H](O)[C@@H](COC(=O)Nc3ccccc3)O2)cc1 | 0.3 | . | -19 | . | . | -17 | -2 | .
CC(=O)Nc1cccc(NCC(=O)Nc2cc(S(=O)(=O)N3CCCCC3)ccc2Cl)c1 | 0.0 | -10 | -9 | . | 0 | -5 | -2 | 2
CCCNC(=O)C[C@@H]1C[C@@H]2c3cc(NS(=O)(=O)c4ccccc4)ccc3O[C@@H]2[C@@H](CO)O1 | 0.0 | -3 | 17 | . | -4 | . | . | -7
C[C@H]1CN([C@@H](C)CO)C(=O)Cc2cc(NC(=O)Nc3cccc4ccccc34)ccc2O[C@@H]1CN(C)Cc1ccc(Oc2ccccc2)cc1 | -0.6 | -6 | 11 | -1 | 2 | 2 | -2 | 53
O=C1CS/C(=N/N=C/c2ccc(OS(=O)(=O)c3ccccc3)cc2)N1 | 0.0 | -5 | -5 | -1 | . | 8 | 9 | .
CCC(=O)Nc1ccc2c(c1)C(=O)N(C)C[C@H](OC)[C@@H](C)CN(Cc1cccc(F)c1)[C@@H](C)CO2 | 0.4 | -5 | 10 | 1 | -4 | -9 | 0 | 2
COc1ccc([N+](=O)[O-])cc1-n1cccc1 | 0.3 | . | . | -2 | . | 2 | -5 | .
COc1ccc(CCNC(=O)C2CC(=O)N(c3ccc(Br)cc3)C2)cc1OC (centres undefined) | -0.1 | . | 2 | -1 | -1 | 0 | -1 | 1
C[C@H](CO)N1C[C@H](C)[C@H](CN(C)C(=O)Nc2ccc3c(c2)OCO3)Oc2cc(C#Cc3ccccc3)ccc2S1(=O)=O | 1.3 | -18 | -6 | 2 | 12 | -1 | 0 | -88
N#Cc1ccc(-c2ccc([C@H]3[C@@H](CO)N4CCCCN(S(=O)(=O)c5ccccc5)C[C@@H]34)cc2)cc1 | 0.3 | -6 | 21 | 4 | -1 | 23 | 1 | .
CCCC#Cc1cnc2c(c1)C(=O)N([C@@H](C)CO)C[C@@H](C)[C@H](CN(C)C(=O)Nc1cc(F)ccc1F)O2 | 0.2 | 5 | -17 | 0 | 1 | 4 | -3 | 25
C/C(=N\NC(=O)COc1ccccc1-c1ccccc1)c1ccccn1 | 0.8 | 6 | 25 | 0 | 0 | -2 | 4 | 1
COC(=O)Cc1ccc(OC2(C)CCN(Cc3ccc(-c4ccccn4)cc3)C2)cc1 (centres undefined) | -0.1 | 7 | -28 | -3 | 5 | 2 | 1 | -13
COc1ccccc1NC(=O)N1C[C@@H](O)COC[C@@H]2O[C@H](CC(=O)NCCc3ccncc3)CC[C@H]21 | 0.1 | 0 | 1 | 0 | -4 | -11 | 0 | 22
Cc1cc(C)c(C#N)c(SCc2ccc(F)cc2)n1 | 0.0 | 2 | -12 | -3 | . | -1 | -1 | .
Cc1cnc(CN2CCc3c([nH]c4ccccc34)C2CC(C)C)[nH]1 (centres undefined) | 0.0 | -8 | -13 | 0 | . | -3 | -10 | 11
CCC(=O)NC(c1cccs1)c1cc(Cl)c2ccccc2c1O (centres undefined) | 0.0 | -2 | -2 | -5 | -3 | -2 | -2 | 5
Cc1ccc(C(=O)N2CCN(c3ccccc3F)CC2)cc1S(=O)(=O)N1CCOCC1 | 0.4 | . | -4 | 2 | . | 0 | 3 | .
CCOc1ccccc1CNC(=O)c1ccc(NC(=O)C2=C(C)OCCS2)cc1 | 0.4 | -11 | 9 | 1 | 0 | -2 | -2 | 1
CC(=O)N1N=C(c2ccc(C)o2)CC1c1ccc(Br)cc1 (centres undefined) | . | -3 | -25 | . | -10 | . | . | 10
CCOC(=O)N1CCC(Nc2c(NCCCN3CCN(C4CCCCC4)CC3)c(=O)c2=O)CC1 | 0.0 | . | -1 | -5 | . | 23 | 4 | .
CCc1nnc(NC(=O)CCN2C(=O)C3CCCCC3C2=O)s1 (centres undefined) | 0.1 | . | 8 | -2 | -1 | 5 | 0 | 11
CC(C)(C)OC(=O)NCCCCCNC(=O)c1[nH]cnc1C(=O)NC1CCN(C(=O)OC(C)(C)C)CC1 | 0.1 | -35 | 42 | . | -3 | -3 | -2 | 12

Full records as entered above.
`Cc1cnc(CN2CCc3c([nH]c4ccccc34)C2CC(C)C)[nH]1` (centres undefined) is listed with Xi reactivation = 0.0; PGC1a acetyl inh = -8; LGR2 antag = -13; SIRT5 inh = 0; Cneo AK release = .; S100A4 MyoIIA = -3; ERAP1 HTS inh = -10; C2C12 statin = 11
`CCOc1ccccc1CNC(=O)c1ccc(NC(=O)C2=C(C)OCCS2)cc1` is listed with Xi reactivation = 0.4; PGC1a acetyl inh = -11; LGR2 antag = 9; SIRT5 inh = 1; Cneo AK release = 0; S100A4 MyoIIA = -2; ERAP1 HTS inh = -2; C2C12 statin = 1

Screening results deposited in PubChem by Broad Institute.

This is a subset (hit frequency here may not be typical).
